# High-throughput results as filed in PubChem BioAssay.
# Platelet DG rel: platelet dense granule release activity. human platelet-rich plasma, SFLLRN dense granule ATP release, luminescence. inhibition, %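 (compounds screened at 7.5 µM in platelet-rich plasma)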. 300,000 tested, 0.22% active. AID 1663;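 active = mean replicate score, as percent of positive control, at or above 50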
# KCNK9 inh: blocks the human KCNK9 two-pore domain potassium channel. HEK293 KCNK9, FluxOR thallium flux fluorescence; stronger effect = lower value. B-score at 10 µM. 310,000 tested, 1.2% active. AID 488922;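 active = ratio B-score over 3 SD below the library mean, with starting fluorescence within 5 SD of its mean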;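 note: negative B-score means less thallium flux so channel inhibition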
# Target sequence (Q9NPC2 whole entry, looked up, the tested form may be a part): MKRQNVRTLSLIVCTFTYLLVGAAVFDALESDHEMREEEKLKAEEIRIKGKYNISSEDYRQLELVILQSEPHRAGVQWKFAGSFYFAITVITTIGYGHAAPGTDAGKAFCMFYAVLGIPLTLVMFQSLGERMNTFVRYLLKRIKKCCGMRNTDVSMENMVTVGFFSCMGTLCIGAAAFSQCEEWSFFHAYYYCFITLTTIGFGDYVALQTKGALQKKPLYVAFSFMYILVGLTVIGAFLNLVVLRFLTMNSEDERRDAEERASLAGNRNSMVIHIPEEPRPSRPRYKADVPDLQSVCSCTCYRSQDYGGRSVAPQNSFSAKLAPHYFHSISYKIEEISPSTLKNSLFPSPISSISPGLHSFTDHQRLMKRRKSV
# KCNK3 block: human KCNK3 channel inhibition, primary screen | 340,000 tested, 0.84% active | B-score at 10 µM | CHO-KCNK3 thallium flux, FluxOR fluorescence; stronger effect = lower value | O14649;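 active = B-score under library mean minus 4 SD, starting fluorescence ratio at most library mean plus 5 SD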;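 note: more negative B-score means stronger inhibition of thallium flux through KCNK3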
# PolyA inh: inhibitors of polyadenylation in S. cerevisiae; S. cerevisiae SKY197-pL101 polyadenylation reporter, beta-gal luminescence; efflux-impaired pdr1/pdr3 knockout yeast; score 100 = 6 SD above DMSO; calls only at 12 µM; 300,000 tested, 0.02% active;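 active = lowest replicate activity score at least 50, where 100 means six control SD above control mean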;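 note: yeast exposed to compound for 9 h at 30 °C; higher score means more reporter readthrough which indicates perturbed polyadenylation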
# Dyrk1A ADPGlo: inhibitors of rat Dyrk1A kinase; AID 504441; ADP-Glo luminescence, NFATc1 peptide; inhibition, % at 12.5 µM; 310,000 tested, 0.43% active; Q63470; in the data active = inhibition above about 50%;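 note: plate controls were vehicle with enzyme for no effect and no enzyme for full effect; many of its hits are not listed in these tables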
# TRPC4 act: TRPC4 (mouse) channel activation | Q9QUQ5 | AID 2237 | B-score at 10 µM | 310,000 tested, 0.49% active | HEK293 TRPC4beta/mu-opioid, Fluo4 calcium fluorescence; stronger effect = higher value;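 active = B-score above 5 SD of library B-scores, and initial fluorescence ratio not above library mean plus 5 SD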;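 note: positive B-score marks a calcium rise read as TRPC4 activation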
#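 Technique: kinetic Fluo4 calcium fluorescence; Test system: TRPC4beta and mu-opioid receptor HEK293 stable cells; Measure: B-scored integrated calcium fluorescence ratio; Benchmarks: low control buffer alone, high control maximal DAMGO; Schedule: 45 min room-temperature Fluo4 loading, 110 s read.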
# hERG rescue: compounds protecting human hERG from proarrhythmic drug block; Q12809; CHO-hERG, FluxOR thallium flux, dofetilide IC70 present; activation (rescue from dofetilide block), less the hit threshold, % at 10 µM; 310,000 tested, 0.51% active; AID 1511;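 active = activation above the mean of controls blocked by dofetilide plus 5 SD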;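 note: thallium influx through hERG after potassium depolarization seen as dye fluorescence rise; in these data hits start at about 4.7%; inactives centre near -7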
# TRPC4 block: blocks the mouse TRPC4 cation channel; B-score at 10 µM; 300,000 tested, 0.39% active; Q9QUQ5; HEK293 TRPC4beta/mu-opioid, DAMGO-evoked Fluo4 calcium flux; stronger effect = lower value;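 active = B-score over 3 SD under the library average, no early fluorescence shift, positive overall ratio signal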
#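 Assay system: HEK293 cells with stable TRPC4beta plus mu-opioid receptor expression. Dosing: single dose. Measured by: Fluo4 Ca2+ flux fluorescence. Also added: DAMGO in two steps, submaximal then maximal. Read-out: B score from integrated Fluo4 fluorescence ratio.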
# KCNQ1 inh: human KCNQ1 channel inhibition; AID 2642; P51787; B-score at 10 µM; CHO-K1 KCNQ1, FluxOR thallium flux fluorescence; stronger effect = higher value; 310,000 tested, 1.3% active;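 active = compounds whose thallium flux B-score, printed positive for inhibition, exceeds three library SD while starting fluorescence stays within three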;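 note: channel opened by potassium depolarization with thallium stimulus after 20 min compound exposure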
# Target sequence (P51787 whole entry, looked up): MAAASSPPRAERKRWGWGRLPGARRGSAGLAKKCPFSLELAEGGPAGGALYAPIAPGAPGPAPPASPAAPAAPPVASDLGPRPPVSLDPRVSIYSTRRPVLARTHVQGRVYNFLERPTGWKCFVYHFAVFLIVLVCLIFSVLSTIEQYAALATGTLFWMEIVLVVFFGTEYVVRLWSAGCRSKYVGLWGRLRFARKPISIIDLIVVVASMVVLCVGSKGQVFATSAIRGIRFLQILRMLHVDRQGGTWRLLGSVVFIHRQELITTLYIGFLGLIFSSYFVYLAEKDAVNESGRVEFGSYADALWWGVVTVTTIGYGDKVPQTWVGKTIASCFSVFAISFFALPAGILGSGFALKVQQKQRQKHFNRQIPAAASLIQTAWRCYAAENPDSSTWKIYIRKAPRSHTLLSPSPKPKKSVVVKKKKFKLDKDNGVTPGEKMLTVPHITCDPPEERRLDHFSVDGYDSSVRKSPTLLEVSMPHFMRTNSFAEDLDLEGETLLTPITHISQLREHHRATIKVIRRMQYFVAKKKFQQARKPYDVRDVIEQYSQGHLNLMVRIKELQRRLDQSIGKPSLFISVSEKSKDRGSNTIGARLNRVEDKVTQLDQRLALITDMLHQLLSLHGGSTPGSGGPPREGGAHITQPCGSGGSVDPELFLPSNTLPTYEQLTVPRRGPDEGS
# TRPC4 PAM: TRPC4 (mouse) allosteric potentiation; Q9QUQ5; HEK293 TRPC4beta/mu-opioid, DAMGO EC20, Fluo-4 Ca2+ flux; stronger effect = higher value; B-score at 10 µM; 310,000 tested, 0.42% active;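 active = B-score of calcium response area above 5 SD of library B-scores, with initial fluorescence ratio within 5 SD of library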;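 note: B-score of integrated fluorescence ratio over time as area under calcium response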
# KCNQ1 pot: human KCNQ1 channel potentiation or activation | B-score at 10 µM | 310,000 tested, 0.35% active | AID 2648 | P51787 | CHO-K1 KCNQ1, thallium flux FluxOR fluorescence; stronger effect = higher value;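 active = fluorescence ratio B-score, a plate-corrected score, at least three library SD, with initial intensity B-score within 5 SD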
#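 Material: CHO-K1 cells stably expressing KCNQ1. Medium: assay buffer for compound exposure, DMSO matched across wells. Reagent: K+/Tl+ depolarizing stimulus. Compound dosing: single-concentration screen. Times: 37 °C overnight plating, 90-min dark dye load, 20-min compound pretreatment. Technique: FluxOR Tl+ flux fluorescence.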
# The depositor's hits bear a star; i = inactive; nt = no result given; & = joins results of further samples. Only part of the results is shown; rates above refer to the full screens.
SMILES,Platelet DG rel,KCNK9 inh,KCNK3 block,PolyA inh,Dyrk1A ADPGlo,TRPC4 act,hERG rescue,TRPC4 block,KCNQ1 inh,TRPC4 PAM,KCNQ1 pot
CCC1=NN2C(=N)/C(=C\c3ccc(OCCOc4ccc(NC(C)=O)cc4)cc3)C(=O)N=C2S1,18,i,i,i,1,i,-3,i,i,i,i
COc1cccc2c1nc(C)c1cc(C)oc12,1,i,i,i,7,i,-6,i,i,i,i
O=C(O)c1ccccc1C(=O)N1CCN(c2ccccc2)CC1,5,i,i,i,-7,i,-5,i,i,i,i
CC(C)N(Cc1nc(-c2ccccc2)no1)C(=O)c1ccc(Cl)cc1,3,i,i,i,-6,i,-12,i,i,i,i
O=C(Nc1ccccc1)Nc1ccc(Cl)c(S(=O)(=O)N2CCOCC2)c1,-9,i,i,i,3,i,-20,i,11*,i,i
c1ccc(-c2cnnn2-c2ccccc2)cc1,2,i,i,i,-5,i,-3,i,i,i,i
COC(=O)CSCC(=O)Nc1cc2c(cc1C(C)=O)OCO2,5,i,i,i,-3,i,-6,i,i,i,i
Cc1cc(C)c(S(=O)(=O)NCc2ccccn2)c(C)c1,3,i,i,i,nt,i,-2,i,i,i,i
O=C(CN(Cc1ccccc1)S(=O)(=O)c1ccc(F)cc1)NCc1cccnc1,29,i,i,i,11,i,-17,i,i,i,i
Cc1cc(C)nc(SCc2csc(N)n2)n1,nt,i,i,nt,nt,i,-4,i,i,i,i
Cc1cccc(CCNC(=O)CCc2nnc(CCc3ccccc3)o2)n1,0,i,i,i,5,i,-4,i,i,i,i
CSc1nc(Cc2ccc(Cl)cc2)nc2ccccc12,2,i,i,i,2,i,-4,i,i,i,i
COc1ccc(CNC(=O)CCCn2nc(C)n3c(cc4sccc43)c2=O)cc1,7,i,i,i,1,i,-6,i,i,i,i
CN(C)c1ccc(/C=C(/NC(=O)c2ccccc2)C(=O)NCCN2CCOCC2)cc1,-5,i,i,i,-5,i,-7,i,i,i,i
Clc1c(CSc2nc3ccccc3o2)nc2sccn12,-2,i,i,i,4,i,-6,i,i,i,i
CC(=O)Nc1sc2c(c1C#N)CCCCC2,4,i,i,nt,15,i,-14,i,i,i,i
NC(=O)CCC(NC(=S)Nc1ccccc1)C(=O)O (configuration not stated),6,i,i,i,-5,i,-5,i,i,i,i
Cc1nc(NC(=O)COc2ccccc2)sc1C(=O)Nc1cccc(Cl)c1,-6,i,i,i,-7,i,-7,i,i,i,i
COc1ccccc1/C=C/C(=O)OCCCN(C)C,3,i,i,i,0,i,-8,i,i,i,i
COc1cccc(C(=O)NC(=S)Nc2nnn(C)n2)c1,1,i,i,i,-7,i,-8,i,i,i,i
COc1cc(/C=N/NC(N)=O)cc(Br)c1OCc1ccc(C)cc1,3,i,i,i,1,i,-4,i,i,i,i
COc1ccc(Cc2cnc(N)s2)cc1,3,i,i,i,4,i,-1,i,i,i,i
Cc1ccc(/C=N/NC(=O)Cc2ccc(O)cc2)s1,-18,i,i,i,-5,i,-13,i,i,i,i
COc1ccccc1Nc1nc(C)cs1,3&4,i,i,i,-3&-8,i,-12&-5,i,i,i,i
Cc1ccccc1OCC(=O)Nc1nnc(COc2ccccc2)s1,-14,i,i,i,nt,i,0,i,i,i,i
CCCNC(=O)c1ccc(COc2ccc(Cl)cc2)o1,-8,i,i,i,-4,i,-5,i,i,i,i
COc1ccc(OCc2nnc(SC(C)C(=O)Nc3nccs3)n2-c2ccccc2)cc1 (configuration not stated),-23,i,i,i,5,i,-8,i,i,i,i
COc1cc(OC)c(OC)cc1/C=N/Nc1ccc(Cl)nn1,9,i,i,i,2,i,-3,i,i,i,i
Cc1ccc(-c2csc3ncnc(Nc4ccc(N5CCOCC5)cc4)c23)cc1,8,i,i,i,8,i,-13,i,i,i,i
CCCc1nnc(NC(=O)C2CCCO2)s1 (configuration not stated),1,i,i,i,4,i,-17,i,i,i,i
Cc1ccc(/C=N/N=C2/NC(=O)C(CC(=O)N3CCOCC3)S2)cc1 (configuration not stated),2,i,i,i,2,i,-10,i,i,i,i
COc1cc(/C=N/NC(=O)C(N)=O)ccc1OCC(=O)N1C(C)CCCC1C (configuration not stated),-2,i,i,i,2,i,-7,i,i,i,i
Cc1ccc(Nc2nc(N)nc(CSc3nccn3C)n2)cc1,-2,i,i,i,-1,i,-5,i,i,i,i
O=C(/C=C/c1ccc(Cl)c([N+](=O)[O-])c1)Nc1cccnc1,-5,i,i,i,-6,i,-9,i,i,i,i
CCc1nn(CC(=O)N2CCN(C)CC2)c(=O)c2cccn12,-5,i,i,i,7,i,-6,i,i,i,i
CC1CN(CCOc2ccccc2[N+](=O)[O-])CC(C)O1 (configuration not stated),2,i,i,i,4,i,-5,i,i,i,i
N#CC1=C(N)N=C(SCc2cccc3ccccc23)C(C(N)=O)C12CCCCC2 (configuration not stated),-14,i,i,i,3,i,-13,i,i,i,i
O=C(CSCc1cccc(Br)c1)N=Nc1c(O)[nH]c2ccccc12,-3,i,i,i,4,i,-8,i,i,i,i
O=C(CCN1CCOCC1)N1CCc2c([nH]c3ccccc23)C1c1cccc(Cl)c1 (configuration not stated),6,i,i,i,-4,i,-15,i,i,i,i
COc1ccc(/C=C/C(=O)C2CC2)cc1Cn1nc(C)c([N+](=O)[O-])c1C,-1,i,i,i,-4,i,-8,i,i,i,i
Cc1oc(-c2ccc(Cl)cc2)nc1CN1CCCN(C(=O)c2ccco2)CC1,17,i,i,i,3,i,-14,i,i,i,i
Cc1ccc(Cn2ccc(NC(=O)c3nn(C)cc3[N+](=O)[O-])n2)cc1,-2,i,i,i,-1,i,0,i,i,i,i
Cn1c(CNC(=O)c2cccs2)nnc1SCC(=O)Nc1ccccc1,2,i,i,i,14,i,-6,i,i,i,i
COc1ccc(CCNC(=O)Cn2cnc3c(cnn3-c3ccccc3Cl)c2=O)cc1OC,3,i,i,i,nt,i,-8,i,i,i,i
c1ccc(-c2cc3c(N4CCCC4)ncnc3s2)cc1,4,i,i,i,8,i,-5,i,i,i,i
Cc1ccc(NS(=O)(=O)c2ccc(NC(=O)c3cccc(NC(=O)C(C)C)c3)cc2)cc1,-9,i,i,i,4,i,-9,i,i,i,i
CCN=C1SC(CC(=O)NCCc2ccc(OC)cc2)C(=O)N1CC (configuration not stated),-1,i,i,i,-7,i,-11,i,i,i,i
Nn1cnc2scc(-c3cccs3)c2c1=O,-8,i,i,i,8,i,-3,i,i,i,i
O=C(OCCOc1cccc(Cl)c1)c1cc(S(=O)(=O)N2CCOCC2)ccc1F,nt,i,i,i,8,i,-16,i,i,i,i
COc1ccc([N+](=O)[O-])cc1-c1[nH]c(-c2ccc(C(=O)O)cc2)nc1-c1ccccc1,-2,i,i,i,20,i,-8,i,i,i,i

# 3 compounds from above, ordered by their value in Platelet DG rel, low to high:
molecule | Platelet DG rel | KCNK9 inh | KCNK3 block | PolyA inh | Dyrk1A ADPGlo | TRPC4 act | TRPC4 block | KCNQ1 inh | TRPC4 PAM | KCNQ1 pot
Cn1c(CNC(=O)c2cccs2)nnc1SCC(=O)Nc1ccccc1 | 2 | i | i | i | 14 | i | i | i | i | i
COc1ccc(CCNC(=O)Cn2cnc3c(cnn3-c3ccccc3Cl)c2=O)cc1OC | 3 | i | i | i | nt | i | i | i | i | i
Cc1oc(-c2ccc(Cl)cc2)nc1CN1CCCN(C(=O)c2ccco2)CC1 | 17 | i | i | i | 3 | i | i | i | i | i

# Going on with the list:
SMILES,Platelet DG rel,KCNK9 inh,KCNK3 block,PolyA inh,Dyrk1A ADPGlo,TRPC4 act,hERG rescue,TRPC4 block,KCNQ1 inh,TRPC4 PAM,KCNQ1 pot
O=C(O)c1ccccc1C(=O)Nc1cc(C(F)(F)F)ccc1N1CCCC1,-3,i,i,i,2,i,-4,i,i,i,i
CCn1c(=O)c(C(=O)Nc2ncccc2C)c(O)c2ccccc21,-5,i,i,i,7,i,-17,i,i,i,i
CCCNC(=O)Cn1nc([N+](=O)[O-])c([N+](=O)[O-])c1C,-1,i,i,i,-2,i,2,i,i,i,i
COc1ccc(S(=O)(=O)N(C)c2ccc(C(=O)Nc3cccnc3)cc2)cc1,1,i,i,i,-3,i,-10,i,i,i,i
Fc1ccccc1COc1ccc(C(=S)N2CCCC2)cc1,3,i,i,i,nt,i,-5,i,i,i,i
CC(=O)NNC(=O)c1nc(-c2ccccc2)c(C)o1,nt,i,i,i,-5,i,-11,i,i,i,i
N/C(CSc1ccc(Cl)cc1)=N\NC(=O)c1ccncc1,2,i,i,i,-2,i,-12,i,i,i,i
O=[N+]([O-])c1cccc(CSc2nnc(Cc3ccccc3)n2-c2ccc(F)cc2)c1,3,i,i,i,-2,i,-8,i,i,i,i
Nc1cc(=O)[nH]c(SCc2ccc(Cl)cc2)n1,2,i,i,i,-4,i,-9,i,i,i,i
COCCN(C(=O)COC(=O)Cc1cccc(OC)c1)c1c(N)n(CC(C)C)c(=O)[nH]c1=O,7,i,i,i,-12,i,-12,i,i,i,i
CCOC(=O)c1[nH]c2cc3c(cc2c1NC(=O)CN1CCC(C)CC1)OCO3,nt,i,i,i,-2,i,-1,i,i,i,i
Cc1cc(C)nc(SC2CCCCC2O)n1 (configuration not stated),16,i,i,i,-11,i,-6,i,i,i,i
N=c1sccn1CC(=O)Nc1cc(S(=O)(=O)N2CCCC2)ccc1Cl,0,i,i,i,nt,i,0,i,i,i,i
COc1ccc(CNc2nc(SCc3cc(=O)n4cc(Cl)ccc4n3)nc3ccccc23)cc1,0,i,i,i,-6,i,-11,i,i,i,i
CC1CC(C)CN(S(=O)(=O)c2ccc3c(c2)CCN3C(=O)CCC(=O)O)C1 (configuration not stated),1,i,i,i,nt,i,-5,i,i,i,i
O=C(COC(=O)COc1ccccc1)Nc1ccccc1OC(F)F,7,i,i,i,11,i,-8,i,i,i,i
O=C(O)CCC(=O)N1CCc2c([nH]c3ccccc23)C1C(F)(F)F (configuration not stated),-12,i,i,i,-1,i,-2,i,i,i,i
O=C(c1ccccc1)c1cccc[n+]1[O-],5,i,i,i,0,i,-2,i,i,i,i
COc1ccc(C)cc1S(=O)(=O)Nc1ccc2c(c1)OCCO2,-3,i,i,i,-3,i,-1,i,i,i,i
CCC1=NN(C(=O)Cc2ccc(OC)cc2)C(O)(C(F)(F)F)C1 (configuration not stated),2,i,i,i,-5,i,0,i,i,i,i
Cc1nc(NCC2CCCO2)nc2c1C(=O)CC(C)(C)C2 (configuration not stated),-2,i,i,i,-1,i,-10,i,i,i,i
